GSK3 alpha inh: inhibitors of human GSK-3 alpha kinase; ADP-Glo luminescence, 60 min; P49840; actives 0.1% (n = 320,000); AID 2650; inhibition, % at 10 µM;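 in the data active = inhibition above about 50%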;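 note: GST-tagged GSK-3 alpha with peptide substrate and 25 µM ATP; 0% = DMSO neutral wells and 100% = GW8510 positive control wells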
Target sequence (P49840 whole entry, looked up): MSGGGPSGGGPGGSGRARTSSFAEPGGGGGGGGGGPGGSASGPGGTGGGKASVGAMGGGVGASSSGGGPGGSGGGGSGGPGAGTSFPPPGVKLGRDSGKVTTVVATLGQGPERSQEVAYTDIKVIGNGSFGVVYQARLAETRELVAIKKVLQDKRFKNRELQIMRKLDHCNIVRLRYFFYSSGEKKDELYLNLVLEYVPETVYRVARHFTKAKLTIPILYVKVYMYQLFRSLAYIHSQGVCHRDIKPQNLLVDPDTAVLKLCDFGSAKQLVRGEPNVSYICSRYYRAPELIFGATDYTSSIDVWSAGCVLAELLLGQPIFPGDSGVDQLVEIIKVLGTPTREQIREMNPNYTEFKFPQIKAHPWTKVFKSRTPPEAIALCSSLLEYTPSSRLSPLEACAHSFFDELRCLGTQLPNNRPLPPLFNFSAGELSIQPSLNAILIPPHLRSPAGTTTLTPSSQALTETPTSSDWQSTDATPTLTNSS
Dyrk1A ADPGlo: inhibitors of rat Dyrk1A kinase | Q63470 | AID 504441 | ADP-Glo luminescence, NFATc1 peptide | inhibition, % at 12.5 µM | actives 0.43% (n = 310,000); in the data active = inhibition above about 50%;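 note: plate controls were vehicle with enzyme for no effect and no enzyme for full effect; many of its hits are not listed in these tables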
HDAC3 inhib: blocks human histone deacetylase 3; recombinant HDAC3, fluorogenic peptide/trypsin coupled, fluorescence; inhibition, % at 8.3 µM; actives 0.15% (n = 320,000); in the data active = inhibition above about 26%, passing the limit was not always enough; inconclusive = no clear call, values can overlap the other calls
GSK3B inh: human GSK3beta kinase inhibition; GST-GSK3beta kinase, ADP-Glo luminescence, 60 min; hits give low values; P49841; AID 2097; actives 0.038% (n = 300,000); activity score (negative = inhibition), % at 10 µM;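 active = more than half of replicate wells score below -50%, meaning over 50% inhibition versus plate controls; inconclusive = some replicates but at most half score below -50%; inactive = no replicate scores below -50%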;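 note: 0% = median DMSO wells and -100% = median GW8510 positive control wells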
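test system = GST-tagged human GSK3beta kinase, cell-free | reagent = 25 µM ATP with peptide substrate | dosing = one dose of 10 µM per compound | schedule = 60 min reaction, RT | detection = luminescent ADP-Glo measurement of ADP formed | control set = DMSO neutral wells and GW8510 at 20 µM as positive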
KCNK9 inh: blocks the human KCNK9 two-pore domain potassium channel; Q9NPC2; AID 488922; HEK293 KCNK9, FluxOR thallium flux fluorescence; hits give low values; actives 1.2% (n = 310,000); B-score at 10 µM;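 active = ratio B-score over 3 SD below the library mean, with starting fluorescence within 5 SD of its mean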;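 note: negative B-score means less thallium flux so channel inhibition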
Target sequence (Q9NPC2 whole entry, looked up, the tested form may be a part): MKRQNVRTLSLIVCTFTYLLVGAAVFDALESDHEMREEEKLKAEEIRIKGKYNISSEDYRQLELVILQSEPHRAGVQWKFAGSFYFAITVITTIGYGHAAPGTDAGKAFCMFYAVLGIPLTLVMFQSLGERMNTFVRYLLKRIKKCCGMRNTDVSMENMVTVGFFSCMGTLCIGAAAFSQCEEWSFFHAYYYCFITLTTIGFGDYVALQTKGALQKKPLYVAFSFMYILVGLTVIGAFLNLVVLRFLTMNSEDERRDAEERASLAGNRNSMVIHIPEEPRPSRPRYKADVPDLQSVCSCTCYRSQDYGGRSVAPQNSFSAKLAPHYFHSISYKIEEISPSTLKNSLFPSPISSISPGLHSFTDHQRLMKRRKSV
RGS4 pot: potentiators or activators of RGS4 | actives 0.92% (n = 310,000) | HEK293 M3R/inducible RGS4, carbachol calcium flux Fluo4; hits give low values | B-score at 10 µM;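 active = B-score of the integrated calcium signal more than 4 SD below the library mean, with starting fluorescence not abnormally high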;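 note: negative B-score means reduced calcium response which marks RGS4 activation or potentiation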
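Also added: carbachol at ECmax as muscarinic agonist stimulus; Assay system: HEK293 cells with stable M3R and inducible RGS4; Timing: overnight RGS4 induction, 30 min dye load 37 °C, 20 min compound RT; Measured by: Fluo4-AM (2 µM) calcium-flux fluorescence, kinetic read.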
KCNQ1 pot: potentiates or activates the human KCNQ1 potassium channel. P51787. CHO-K1 KCNQ1, thallium flux FluxOR fluorescence; hits give high values. B-score at 10 µM. actives 0.35% (n = 310,000);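 active = fluorescence ratio B-score, a plate-corrected score, at least three library SD, with initial intensity B-score within 5 SD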
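Assay system: CHO-K1 cells stably expressing KCNQ1. Medium: assay buffer for compound exposure, DMSO matched across wells. Timing: 37 °C overnight plating, 90-min dark dye load, 20-min compound pretreatment. Signal: kinetic FluxOR fluorescence, 10 s baseline plus 110 s post-stimulus.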
PolyA inh: inhibitors of polyadenylation in S. cerevisiae | calls only at 12 µM | S. cerevisiae SKY197-pL101 polyadenylation reporter, beta-gal luminescence; efflux-impaired pdr1/pdr3 knockout yeast; score 100 = 6 SD above DMSO | actives 0.02% (n = 300,000);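 active = lowest replicate activity score at least 50, where 100 means six control SD above control mean; inconclusive = lowest score under 50 but half or more replicates reach 50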;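 note: yeast exposed to compound for 9 h at 30 °C; higher score means more reporter readthrough which indicates perturbed polyadenylation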
hERG rescue: hERG (human) protection from proarrhythmic block; Q12809; CHO-hERG, FluxOR thallium flux, dofetilide IC70 present; activation (rescue from dofetilide block), less the hit threshold, % at 10 µM; actives 0.51% (n = 310,000);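 active = activation above the mean of controls blocked by dofetilide plus 5 SD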;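 note: thallium influx through hERG after potassium depolarization seen as dye fluorescence rise; in these data hits start at about 4.7%; inactives centre near -7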
KCNQ1 inh: human KCNQ1 channel inhibition; B-score at 10 µM; P51787; CHO-K1 KCNQ1, FluxOR thallium flux fluorescence; hits give high values; actives 1.3% (n = 310,000);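 active = compounds whose thallium flux B-score, printed positive for inhibition, exceeds three library SD while starting fluorescence stays within three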;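 note: channel opened by potassium depolarization with thallium stimulus after 20 min compound exposure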
KCNK3 block: human KCNK3 channel inhibition, primary screen; CHO-KCNK3 thallium flux, FluxOR fluorescence; hits give low values; B-score at 10 µM; actives 0.84% (n = 340,000); AID 602410;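 active = B-score under library mean minus 4 SD, starting fluorescence ratio at most library mean plus 5 SD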;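 note: more negative B-score means stronger inhibition of thallium flux through KCNK3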
Starred values were filed as active, the others as inactive; i = inactive; u = inconclusive; x = no result given.

SMILES	GSK3 alpha inh	Dyrk1A ADPGlo	HDAC3 inhib	GSK3B inh	KCNK9 inh	RGS4 pot	KCNQ1 pot	PolyA inh	hERG rescue	KCNQ1 inh	KCNK3 block
O=C1C(Cl)=C(NCC2CCCO2)C(=O)N1CCc1ccccc1 (centres undefined)	-1	-3	2	4	i	i	i	i	-13	i	i
Cc1ccc(S(=O)(=O)Nc2ccc(S(=O)(=O)Nc3cc(C)nc(C)n3)cc2)cc1	-2	-4	12	2	i	i	i	x	-15	i	i
COc1ccc(S(=O)(=O)/C(C#N)=C/Nc2cccc(F)c2)cc1	-1	9	8	-13	i	i	i	i	-9	i	i
Cc1c(Cl)cccc1NC(=O)NNC(=O)CCc1ccccc1	3	4	x	4	i	i	i	i	-11	i	i
CCOc1ccc(S(=O)(=O)NN2Cc3ccccc3C2=N)cc1	-1	1	0	0	i	i	i	i	-6	i	i
COc1ccc(OC(C)C(=O)NCc2cccnc2)cc1 (centres undefined)	1	x	-8	5	i	i	i	i	-6	i	i
COc1ccc(NC(=O)COc2ccccc2)c(OC)c1	-1	-3	3	-1	i	i	i	i	-8	i	i
O=C(COC(=O)CC1CC2CCC1C2)Nc1cc([N+](=O)[O-])ccc1F (centres undefined)	-2	2	5	-1	i	i	i	i	-10	i	i
COc1ccc(Cl)cc1NC(=O)NC(C)C(C)(C)C (centres undefined)	0	-5	0	-2	i	i	i	i	-7	i	i
Cc1ccc(C(=O)N2CCN(c3ccc(NC(=O)c4ccc(Br)o4)cc3)CC2)cc1	-2	4	1	-4	i	i	i	i	-9	i	i
N/C(=N\OC(=O)c1cccc(Cl)c1)c1ccncc1	10	-40	5	-4	i	i	i	i	-10	i	i
N#C/C(=C1/C(=O)Nc2ccc(Br)cc21)c1ccccn1	x	-5	5	2	i	i	i	i	-6	i	i
Cc1cccc(C2c3[nH]c4ccccc4c3CCN2Cc2cnn(-c3ccc(F)cc3)c2)n1 (centres undefined)	8	0	4	4	i	i	i	i	-15	i	i
CC(=O)Oc1ccc(C(=O)Nc2cc(C)on2)cc1	0	5	-1	1	i	i	i	i	3	i	i
COc1ccccc1CNC(=O)Cc1c[nH]c2ccccc12	-2	0	-2	1	i	i	i	i	-9	i	i
CCOC(=O)C1C(=O)C=C(c2ccc(Br)cc2)CC1c1ccco1 (centres undefined)	x	1	2	4	i	i	i	i	-14	i	i
COc1ccc(/C=C/C(=O)c2ccccc2)cc1COc1ccc(F)cc1	-4	-3	-2	-3	-13*	i	i	i	-5	i	i
NC(=O)CSc1nc2ccccc2n1-c1ccccc1	-2	3	-3	-1	i	i	i	i	-2	i	i
CC(=O)Oc1ccccc1-n1c(C)nc(=O)c(-c2ccccc2)c1C	0	x	6	5	i	i	i	i	-12	i	i
COc1ccccc1CNC(=S)NCCc1ccccc1	x	1	-4	-1	i	i	i	i	-4	i	i
CCOC(=O)C1CCN(c2c(Nc3ccc(C)c(C)c3)c(=O)c2=O)CC1	-6	-4	3	0	i	i	i	i	-16	i	i
CCN1/C(=C2\C(=O)N(C)C(=S)N2C)C=Cc2ccccc21	1	-9	2	-2	i	i	i	i	-6	i	i
O=C(Cn1cnc2ccccc2c1=O)Nc1ccc(S(=O)(=O)N2CCOCC2)cc1	-1	2	4	1	i	i	i	i	-9	i	i
O=C(COc1ccccc1)NCc1nnc(SCC(=O)Nc2nccs2)n1-c1ccccc1	-1	-2	6	6	i	i	i	i	-6	i	i
NC(=S)NC1CC2CC1C1C=CCC21 (centres undefined)	-3	3	1	0	i	i	i	i	-6	i	i
S=C(NCC1CCCO1)Nc1cc(Cl)c(Cl)cc1Cl (centres undefined)	0	6	-1	-2	i	i	i	i	-25	i	i
CCCNC(=O)c1onc(CSc2ccc(F)cc2)c1C(=O)NCCOC	-2	7	-3	-1	i	i	i	i	-7	i	i
c1cncc(-c2nnc3n2N=C(c2cccs2)CS3)c1	6	25	2	0	i	i	i	i	-7	i	i
CC(=O)NNS(=O)(=O)c1scc(S(=O)(=O)c2ccc(Cl)cc2)c1C	-2	-1	0	3	i	i	i	i	-4	i	i
CCn1cc(CNC(=O)/C=C/c2ccc([N+](=O)[O-])cc2)c(C)n1	-1	3	5	-4	i	i	i	i	-1	i	i
CCC(=O)N1c2ccc(S(=O)(=O)CCC(=O)NCCC3=CCCCC3)cc2CC1C (centres undefined)	-3	16	u	0	i	i	i	i	-5	i	i
CN1C(=O)CC(n2c(CO)nc3ccccc32)C1=O (centres undefined)	-1	-5	-3	1	i	i	i	i	-6	i	i
COc1ccccc1/C=C/C(=O)Nc1nc(N)n(-c2ccccc2)n1	-3	-4	6	0	i	i	i	i	-7	i	i
COc1cccc(S(=O)(=O)NCc2ccc(C(=O)N3CCN(c4ccccc4OC)CC3)cc2)c1	-1	7	-7	2	i	i	i	i	-8	i	i
CC1=NN(c2ccc(Cl)c(C(=O)O)c2)C(=O)C1	2	-4	1	-5	i	i	i	i	-3	i	i
NC(=O)c1ccc(NC(=S)NCc2ccco2)cc1	-3	0	6	-6	i	i	i	i	-14	i	i
Cc1ccsc1C(=O)OCC(=O)c1cc2ccccc2o1	-2	-4	-1	-4	i	i	i	i	-6	i	i
NC(=O)c1oc2ccccc2c1NC(=O)c1nc2ccccc2s1	-2	x	-2	2	i	i	i	i	-4	i	i
O=C(N/N=C/c1cccnc1)C1CCCN(S(=O)(=O)c2ccccc2)C1 (centres undefined)	-1	0	-1	2	i	i	i	i	-11	i	i
CCN(CC)CCCN1C=C2C(=O)C(C)(OC(=O)C3CCCC3)C(=O)C=C2C=C1c1ccsc1 (centres undefined)	0	11	-6	-4	i	i	i	i	-4	i	i
Cc1ccc(OCCn2c(CCCO)nc3ccccc32)cc1	0	5	3	0	i	i	i	i	-4	i	i
CC(C)Cc1nnc(NC(=O)CCC(=O)N2CC(C)CC(C)C2)s1 (centres undefined)	1	x	1	7	i	i	i	i	1	i	i
COc1ccc(NC(=O)CN(c2ccc(OC)cc2)S(=O)(=O)c2c(C)nn(C)c2C)cc1	8	9	-1	2	i	i	i	i	-8	i	i
O=C(NC1CCN(C(=O)NCc2ccccc2)CC1)c1ccccc1	-1	1	0	1	i	i	i	i	-6	i	i
CCN(CC)S(=O)(=O)c1ccc(C)c(NC(=O)CNCc2ccccc2OC)c1	-2	-6	-5	0	i	i	i	i	-11	i	i
COc1ccc(CCNC(=O)C(=O)NCCOc2ccccc2)cc1OC	1	1	-2	1	i	i	i	i	-8	i	i
Cc1ccc(S(=O)(=O)N(C)CC(=O)OCC(=O)N2CCCC2=O)cc1	-2	x	3	0	i	i	i	i	-6	i	i
O=[N+]([O-])c1ccc(Nc2ccc(N3CCOCC3)cc2)c([N+](=O)[O-])c1	-1	-3	-4	6	i	i	i	i	-12	i	i
C=CCC(C#Cc1ccccc1)N(C)C (centres undefined)	-3	2	8	3	i	i	i	i	-6	i	i
O=C(CSc1n[nH]c(-c2ccncc2)n1)c1ccccc1	2	13	0	0	i	i	i	i	3	i	i
CC1(C)CC(=O)C(CC2CCCCC2=O)C(=O)C1 (centres undefined)	-1	0	3	0	i	i	i	i	-7	i	i
NNC(=O)c1ccc(Cn2cc(Cl)cn2)cc1	1	2	-3	6	i	i	i	i	-3	i	i
c1ccc(Cc2nc3ccccc3n2Cc2ccccc2)cc1	1	4	-5	0	i	i	i	i	-17	i	i
Cc1cc(C(=O)N/N=C/c2ccc([N+](=O)[O-])s2)n[nH]1	0	-3	7	-7	i	i	i	i	-6	i	i
Cc1cc(NS(=O)(=O)c2ccc(NC(=O)CSc3nc4sc(C)c(C)c4c(=O)[nH]3)cc2)no1	-1	1	0	6	i	i	i	i	-2	i	i
Cn1c(Cc2ccccc2)nnc1SCC(=O)Nc1ccc(N2CCOCC2)cc1	-3	9	-4	x	i	i	i	i	-8	i	i
COc1cc(-c2nc(CN3CCN(CC(C)C)C(=O)[C@@H]3C)c(C)o2)ccc1F	0	-1	2	0	i	i	i	i	-6	i	i
COc1ccc(NC(=O)CN(C)S(=O)(=O)c2cccc3cccnc23)cc1	-1	6	6	0	i	i	i	i	-4	i	i
FC(F)(F)c1ccc2nnc(-c3c(Cl)cccc3Cl)n2c1	-2	2	2	1	i	i	i	i	-11	i	i
O=C(Nc1ccccc1)O/N=C1\CCCCC1c1ccc([N+](=O)[O-])cc1[N+](=O)[O-] (centres undefined)	-2	4	6	2	i	i	i	i	-9	i	-9.9*

Grouped by structure: those above containing a Cl atom (nine)
SMILES	GSK3 alpha inh	Dyrk1A ADPGlo	HDAC3 inhib	GSK3B inh	KCNK9 inh	RGS4 pot	KCNQ1 pot	PolyA inh	hERG rescue	KCNQ1 inh	KCNK3 block
O=C1C(Cl)=C(NCC2CCCO2)C(=O)N1CCc1ccccc1 (centres undefined)	-1	-3	2	4	i	i	i	i	-13	i	i
Cc1c(Cl)cccc1NC(=O)NNC(=O)CCc1ccccc1	3	4	x	4	i	i	i	i	-11	i	i
COc1ccc(Cl)cc1NC(=O)NC(C)C(C)(C)C (centres undefined)	0	-5	0	-2	i	i	i	i	-7	i	i
N/C(=N\OC(=O)c1cccc(Cl)c1)c1ccncc1	10	-40	5	-4	i	i	i	i	-10	i	i
S=C(NCC1CCCO1)Nc1cc(Cl)c(Cl)cc1Cl (centres undefined)	0	6	-1	-2	i	i	i	i	-25	i	i
CC(=O)NNS(=O)(=O)c1scc(S(=O)(=O)c2ccc(Cl)cc2)c1C	-2	-1	0	3	i	i	i	i	-4	i	i
CC1=NN(c2ccc(Cl)c(C(=O)O)c2)C(=O)C1	2	-4	1	-5	i	i	i	i	-3	i	i
NNC(=O)c1ccc(Cn2cc(Cl)cn2)cc1	1	2	-3	6	i	i	i	i	-3	i	i
FC(F)(F)c1ccc2nnc(-c3c(Cl)cccc3Cl)n2c1	-2	2	2	1	i	i	i	i	-11	i	i

Source: PubChem (several laboratories)

Not all compounds are listed, so the mix of outcomes need not match the whole.
